All columns: NCI-60 one-dose screen, growth in % after 48 h at 10 µM unless noted; 100 = growth as untreated, 0 = no growth, -100 = all killed.
MALME-3M: MALME-3M melanoma; hit rate 5.8% among 78,000; AID 1794766
SK-MEL-5: SK-MEL-5 melanoma; hit rate 6.4% among 80,000; AID 1794755
A549/ATCC: A549/ATCC NSCLC; hit rate 3.7% among 81,000; AID 1794740
M14: M14 melanoma; hit rate 6.2% among 80,000
UACC-62: UACC-62 melanoma. AID 1794756. hit rate 5.4% among 81,000
UACC-257: UACC-257 melanoma. hit rate 4.4% among 78,000
EKVX: EKVX NSCLC; hit rate 3% among 71,000; AID 1794765
SK-MEL-2: SK-MEL-2 melanoma | hit rate 4.7% among 77,000 | AID 1794763
An asterisk follows results filed as active; x = not tested or not shown; [ ] = another dose, or the depositor's remark. The calls were made as follows: active = growth percent below 10; inactive = the rest.

SMILES	MALME-3M	SK-MEL-5	A549/ATCC	M14	UACC-62	UACC-257	EKVX	SK-MEL-2
O=C(Cn1nc(-c2cccc3ccccc23)ccc1=O)NCc1cccc(Cl)c1	70[50 µM]	5.8*[50 µM]	29[50 µM]	34[50 µM]	35[50 µM]	44[50 µM]	21[50 µM]	59[50 µM]
Cc1nc(-c2ccccc2)cc2c1C(=O)N(CC(=O)N1CCOCC1)C2=O	109	103	99	104	103	112	97	x
COc1ccc(NC(=O)c2ccc(C(F)(F)F)nc2Nc2ccc(Cl)cc2C)cc1Cl	35	28	14	34	15	22	11	32
O=C(CN1C(=O)NC2NC(=O)NC21)N/N=C/c1ccc([N+](=O)[O-])cc1 (stereo unspecified)	99	100	107	106	99	121	99	103
CC/C(Cc1ccccc1)=C(\c1ccc(OCCN2CCCCC2)cc1)c1ccc(OC(C)=O)cc1	94	98	81	101	96	81	97	97
Cc1ccc(C(C)C)cc1C(O)CN1CCOCC1 (stereo unspecified)	91	91	x	97	96	x	94	86
CCCCCCCCCCCCCCC1CC(=O)OC1=O (stereo unspecified)	108	106	99	96	106	96	x	108
C[C@@H](COc1ccn(-c2ccc(F)cc2)c(=O)c1)Oc1ccccc1	72	103	108	x	90	111	102	108
O=C(Nc1ccc(Cl)c(Cl)c1)N1CCN(c2cc(-c3cn(-c4ccccc4)nc3-c3cccc(O)c3)ccn2)CC1	50	51	54	49	58	75	54	61
COC(=O)CCNS(=O)(=O)/N=C1\NC(=O)NC1=C(Cl)Cl	101	99	107	104	93	99	102	137
N#Cc1c(-c2ccc(F)cc2)nc(N/N=C/c2cccc(O)c2)nc1N1CCOCC1	100	90	82	86	88	89	87	86
C=CCSc1nc2ccccc2cc1/C=C1/SC(=O)NC1=S	104	97	103	104	89	96	77	97
Cc1cc2ccccc2c[n+]1CCC1CCCCC1	64	23	63	94	63	40	48	111
O=C(c1ccccc1)C(Sc1ccccc1)c1ccccc1 (stereo unspecified)	x	108	92	94	83	99	106	62
CCOc1cc(F)c([N+](=O)[O-])cc1[N+](=O)[O-]	-19*	77	91	31	78	56	101	50
Clc1ccc2c(c1)nnc1c3cccnc3[nH]c21	142	102	91	105	90	112	55	106
Cc1ccc(/C=C2\C(=O)N(C)c3ccc(-c4ccc(C(C)(C)C)cc4)cc32)s1	96	90	106	91	79	104	81	109
C[C@@H]1CCC2=C(CCC[C@]2(C)C(=O)O)[C@@]1(C)CCc1ccoc1	110	95	76	103	85	83	101	92
O=C(CN1CCOCC1)Nc1ccc(Cn2nnc3c2C(=O)c2nnn(Cc4ccc(NC(=O)CN5CCOCC5)cc4)c2C3=O)cc1	-82*	-87*	-12*	-90*	-77*	-95*	x	x
CCOc1ccccc1/C=N\Nc1ccc(S(=O)(=O)c2ccc(N/N=C/c3ccccc3OCC)cc2)cc1	98	100	97	97	85	100	91	103
CC(C)(C)c1cc(N(C(=O)c2cnco2)C2CCCC2)cc(C(C)(C)C)c1O	69	49	39	63	52	62	42	69
CCN(CC)CCOC(=O)Nc1cc(Cl)cc(Cl)c1	84	94	91	101	99	93	103	115
COc1ccc(CCn2nnc3ccccc3c2=O)cc1OC	107	100	98	105	108	101	x	107
CC/C=C1/C(=O)C=C[C@@H]1C/C=C\CCCC(=O)O	101	81	88	78	31	74	101	87
O=C(Oc1cccc(O)c1)c1ccccc1	101	103	30	113	98	x	96	x

Sorted by molar mass (high to low): some entries from above
SMILES	MALME-3M	SK-MEL-5	A549/ATCC	M14	UACC-62	UACC-257	EKVX	SK-MEL-2
O=C(Nc1ccc(Cl)c(Cl)c1)N1CCN(c2cc(-c3cn(-c4ccccc4)nc3-c3cccc(O)c3)ccn2)CC1	50	51	54	49	58	75	54	61
CCCCCCCCCCCCCCC1CC(=O)OC1=O (stereo unspecified)	108	106	99	96	106	96	x	108
Cc1ccc(C(C)C)cc1C(O)CN1CCOCC1 (stereo unspecified)	91	91	x	97	96	x	94	86

(continued)
SMILES	MALME-3M	SK-MEL-5	A549/ATCC	M14	UACC-62	UACC-257	EKVX	SK-MEL-2
N=c1c2ccccc2nc2n1CCCCC2	107	100	101	108	106	110	103	114
CCN(CC)CCN1C(=O)c2ccccc2C1=O	94	97	89	98	95	97	101	73
CCOS(=O)(=O)c1c(C(C)C)cc(C(C)C)cc1C(C)C	90	100	102	93	98	105	98	97
CCCOC(=O)N[C@H]1CCc2c(Cl)c(OC)c(OC)c(OC)c2-c2ccc(SC)c(=O)cc21	25	-10*	23	-14*	31	72	48	48
CCOC(=O)c1c(-c2cccs2)c(C#N)c(=O)n(Cc2nc3ccccc3[nH]2)c1N	97	96	105	97	91	103	100	98
COc1ccc(-c2cn(-c3cccc(C(=O)/C=C/c4cccc(O)c4)c3)c(=O)[nH]2)cc1OC	102	96	98	119	99	97	92	116
O=S(=O)(O)CCCCCCc1ccccc1	x	91	106	92	100	104	x	104
CCOP(=O)(OCC)c1nc(-c2ccccc2)oc1NCCC(=O)O	104	101	95	106	105	99	106	110
O=c1c(N=Nc2ccc(Cl)cc2)c(O)n(-c2ccc(Cl)cc2)n1-c1ccc(Cl)cc1	54	33	57	77	54	46	86	55
CN1C=C(c2ccc3ccccc3n2)C(c2c[nH]c3ccccc23)c2ccccc21 (stereo unspecified)	x	91	85	81	96	104	x	108
COc1cccc2cc(-c3cc4ccccc4[nH]3)/c(=N/C(=S)Nc3ccc(Cl)cc3)oc12	67	64	83	93	67	98	76	90
Cc1ccc(NC(=O)Nc2nc3ccccc3s2)cc1NC(=O)Nc1nc2ccccc2s1	91	80	42	90	87	10	99	99
Nc1ccc(S(=O)(=O)NCC(=O)O)cc1	103	113	97	107	100	91	116	129
N#Cc1nnc2cc(-c3ccccc3)nn2c1C1CC1	83	88	95	93	72	89	40	107
CN(CCOc1ccc(CC2SC(=O)NC2=O)cc1)c1ccccn1 (stereo unspecified)	88	x	99	100	93	98	101	117
N#Cc1c(N2CCOCC2)nc2sc3cc(Cl)ccc3n2c1=N	117	78	102	111	89	103	91	103
O=C1N/C(=N\c2nccs2)S/C1=C\c1ccco1	90	44	49	55	47	87	45	89
CCOC(=O)c1c(C)oc2ncnc(Nc3ccc(F)cc3)c12	95	102	99	103	89	x	x	103
COc1cc(-c2nc(SCc3ccc(F)cc3)[nH]c(=O)c2C#N)ccc1OCc1ccccc1	97	x	103	107	97	94	100	x
COc1ccc(-c2nc(SCc3nc4ccccc4[nH]3)nc(N3CCCCC3)c2C#N)cc1	100	92	70	102	77	85	91	90
Nc1nc(C(=O)O)cc(=O)[nH]1	90	104	104	100	94	x	107	100
O=C1CCC(N2C(=O)c3ccc(NS(=O)(=O)c4ccccc4OC(F)(F)F)cc3C2=O)C(=O)N1 (stereo unspecified)	7.3*	46	79	x	93	107	79	84
O=C1Nc2ccc([N+](=O)[O-])cc2C1=Nc1ccccc1	100	x	130	104	60	134	96	104
N#Cc1cnc(NC2C3CC2C3)nc1-n1cnc2ccccc21 (stereo unspecified)	113	73	77	84	51	124	83	81
COc1ccc(NC(=O)Nc2ccc(-c3ccc(OC)c(OC)c3)nc2C)cc1	44	23	57	72	60	55	91	80
Next part
SMILES	MALME-3M	SK-MEL-5	A549/ATCC	M14	UACC-62	UACC-257	EKVX	SK-MEL-2
Cn1cc(-c2cc(N)n3nc(-c4c[nH]c5ccc(Cl)cc45)cc3n2)c2cccnc21	-92*	-97*	-77*	-91*	-86*	-85*	-72*	81
Cc1cc(NC(=O)COC(=O)c2sc3cc(F)ccc3c2Cl)no1	100	110	103	102	90	x	105	45
CCOC(=O)c1ccc(N=C2NC(=O)/C(=C/N(C)C)S2)cc1	93	104	100	99	93	94	79	111
CC(C)(C)OC(=O)N1CC(Cn2cc(C(F)(F)F)c3c(Cl)ncnc32)C1	81	-85*	5.8*	-87*	-78*	-38*	50	-77*
NC(=O)C(=CNC(=S)Nc1ccccc1)C(N)=O	94	101	109	101	95	99	99	108
C=CCn1cc(-c2nc3ccccc3s2)c2cc(-c3ccc4c5c(cccc35)C(=O)N(Cc3ccccc3)C4=O)ccc21	103	103	101	101	101	105	93	103
COc1ccc(-c2nc3ccccn3c2-c2nnc(-c3cc(OC)c(OC)c(OC)c3)o2)cc1	52	45	61	76	68	84	71	92
O=c1[nH]c2ccccc2c(=O)n1O	x	96	100	99	103	94	x	98
O=C(N/N=C/[C@H]1[C@@H]2CCO[C@@H]2C[C@@H]1O)c1ccncc1	104	97	84	105	100	78	104	103
N=C(N)SCc1cc2c(cc1Br)OCO2	111	101	83	88	107	83	95	76
CSc1ccc(/C=C2\C=C(CC(=O)NCc3ccc(C(=O)c4ccccc4)cc3)c3cc(F)ccc32)cc1	49	-51*	-0.9*	-33*	3.7*	55	26	-3.6*
COc1ccc(Cl)cc1Nc1nc(C(F)(F)F)ccc1C(=O)N/N=C/c1ccc([N+](=O)[O-])cc1	12	-18*	6.0*	36	17	-3.4*	0.8*	-8.4*
CCCCN=C(N)N	117	111	109	112	108	118	74	112
NS(=O)(=O)Cc1ccccc1	109	106	107	110	93	106	114	142
CCCCCCCCCCCCCCCCCC1=NC(CC)(CO)CO1 (stereo unspecified)	123	98	97	94	64	109	81	92
NC(CCl)=NCC12CC3CC(CC(C3)C1)C2	25	5.9*	-47*	-61*	33	-71*	-8.0*	-45*
CCOC(=O)C1C(=O)C=C(c2ccc(Cl)cc2)CC1c1sc(N(C)Cc2ccccc2)nc1Cl (stereo unspecified)	100	84	81	80	66	88	83	84
CN(C)c1cccc2c(S(=O)(=O)Nc3cc(-c4csc(NC(=O)CN5CCN(CCO)CC5)n4)ccc3F)cccc12	78	93	96	95	85	x	82	x
Nc1ccc(N=Nc2c(S(=O)(=O)O)cc3cc(S(=O)(=O)O)cc(O)c3c2O)cc1	84	107	121	106	x	130	97	162
Cc1c(C(N)=O)sc2c1c(=O)n(Cc1ccccc1)c1nnc(SCC(=O)N3NC(=O)CC3=O)n21	117	118	104	106	101	96	112	114
CSC(=O)NCCOC(=O)SC	86	101	111	98	86	89	x	120
Nc1cc(C(=O)NC[C@H]2CN(c3ccc(N4CCC(C(=O)O)CC4)cc3)C(=O)O2)ccc1Cl	94	103	99	98	96	99	95	115
CCN1OC(=O)N(c2ccccc2)C1c1ccccc1 (stereo unspecified)	101	101	102	104	94	100	97	106
O=C(C(=Cc1ccc(F)cc1)C(=O)c1ccccc1)c1ccccc1	94	102	89	103	91	x	x	x
Nc1nc(=S)cc(Nc2ccc(Cl)c(Cl)c2)[nH]1	110	87	99	95	92	112	57	100
O=C1c2ccccc2-c2c1c1c(NCCCO)nc3ccccc3c1n2Cc1ccccc1	-55*	-83*	16	-53*	17	57	18	49

Sorted by formula weight (rising): part of the list above.
SMILES	MALME-3M	SK-MEL-5	A549/ATCC	M14	UACC-62	UACC-257	EKVX	SK-MEL-2
O=c1[nH]c2ccccc2c(=O)n1O	x	96	100	99	103	94	x	98
N=c1c2ccccc2nc2n1CCCCC2	107	100	101	108	106	110	103	114
O=C(Oc1cccc(O)c1)c1ccccc1	101	103	30	113	98	x	96	x
Nc1ccc(S(=O)(=O)NCC(=O)O)cc1	103	113	97	107	100	91	116	129
O=S(=O)(O)CCCCCCc1ccccc1	x	91	106	92	100	104	x	104
NC(=O)C(=CNC(=S)Nc1ccccc1)C(N)=O	94	101	109	101	95	99	99	108
N=C(N)SCc1cc2c(cc1Br)OCO2	111	101	83	88	107	83	95	76
CCOC(=O)c1ccc(N=C2NC(=O)/C(=C/N(C)C)S2)cc1	93	104	100	99	93	94	79	111
C[C@@H](COc1ccn(-c2ccc(F)cc2)c(=O)c1)Oc1ccccc1	72	103	108	x	90	111	102	108
COC(=O)CCNS(=O)(=O)/N=C1\NC(=O)NC1=C(Cl)Cl	101	99	107	104	93	99	102	137
N#Cc1c(N2CCOCC2)nc2sc3cc(Cl)ccc3n2c1=N	117	78	102	111	89	103	91	103
CN1C=C(c2ccc3ccccc3n2)C(c2c[nH]c3ccccc23)c2ccccc21 (stereo unspecified)	x	91	85	81	96	104	x	108
O=C(Cn1nc(-c2cccc3ccccc23)ccc1=O)NCc1cccc(Cl)c1	70[50 µM]	5.8*[50 µM]	29[50 µM]	34[50 µM]	35[50 µM]	44[50 µM]	21[50 µM]	59[50 µM]
N#Cc1c(-c2ccc(F)cc2)nc(N/N=C/c2cccc(O)c2)nc1N1CCOCC1	100	90	82	86	88	89	87	86
COc1ccc(-c2cn(-c3cccc(C(=O)/C=C/c4cccc(O)c4)c3)c(=O)[nH]2)cc1OC	102	96	98	119	99	97	92	116
O=c1c(N=Nc2ccc(Cl)cc2)c(O)n(-c2ccc(Cl)cc2)n1-c1ccc(Cl)cc1	54	33	57	77	54	46	86	55
COc1ccc(NC(=O)c2ccc(C(F)(F)F)nc2Nc2ccc(Cl)cc2C)cc1Cl	35	28	14	34	15	22	11	32
COc1cc(-c2nc(SCc3ccc(F)cc3)[nH]c(=O)c2C#N)ccc1OCc1ccccc1	97	x	103	107	97	94	100	x
CSc1ccc(/C=C2\C=C(CC(=O)NCc3ccc(C(=O)c4ccccc4)cc3)c3cc(F)ccc32)cc1	49	-51*	-0.9*	-33*	3.7*	55	26	-3.6*
CN(C)c1cccc2c(S(=O)(=O)Nc3cc(-c4csc(NC(=O)CN5CCN(CCO)CC5)n4)ccc3F)cccc12	78	93	96	95	85	x	82	x

Screens: PubChem, NCI

Compounds were not picked by outcome, and some 9.8% of all compounds hit somewhere here.
